# Screens: PubChem, The Scripps Research Institute Molecular Screening Center
# CHO-K1 Ca antag: nonselective inhibitor or artifact in parental CHO-K1 cells; ATP-induced calcium, Fluo-8 fluorescence; inhibition, % at 3 µM; actives 0.6% (n = 360,000);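 active means inhibition above a per-plate cutoff, the plate's mean sample inhibition plus 3 SD, cut at about 24% in these data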;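 further: 0% = DMSO plus EC80 ATP and 100% = DMSO alone without ATP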
# CHO parental Ca: ATP-evoked calcium signal inhibitors, parental CHO, primary screen, counter-screen for OX1R antagonist project, cell-based, fluorescence, Fluo-8 calcium dye; inhibition, % at 5.6 µM; AID 463079, 2010; parental CHO-K1, ATP-induced calcium, Fluo-8 fluorescence; actives 0.63% (n = 330,000);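 active means inhibition above that plate's mean sample inhibition plus 3 SD, cut at about 26% in these data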;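 further: 0% = ATP-challenged DMSO wells and 100% = DMSO wells without ATP; some compounds past the cut are filed as inactive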
#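 Test system: untransfected parental CHO cell line. Compound: one dose, 5.6 µM nominal. Detection: intracellular calcium via Fluo-8 no-wash fluorescent dye. Measure: % inhibition. Benchmarks: ATP-challenged DMSO wells low, unchallenged DMSO wells high.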
# TAAR1 ag: human TAAR1 agonists, primary screen, Fluo-8 calcium fluorescence, CHO RD-HGA16 cells; Trace amine-associated receptor 1 (Homo sapiens), Q96RJ0; vehicle wells 0%, saturating PEA agonist 100%; activation, % at 3 µM; actives 0.99% (n = 360,000); AID 624467, 2012;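 active means activation above the mean activation of all test compounds in the run plus 3 SD, cut at about 38% in these data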
# Target sequence (Q96RJ0 whole entry, looked up): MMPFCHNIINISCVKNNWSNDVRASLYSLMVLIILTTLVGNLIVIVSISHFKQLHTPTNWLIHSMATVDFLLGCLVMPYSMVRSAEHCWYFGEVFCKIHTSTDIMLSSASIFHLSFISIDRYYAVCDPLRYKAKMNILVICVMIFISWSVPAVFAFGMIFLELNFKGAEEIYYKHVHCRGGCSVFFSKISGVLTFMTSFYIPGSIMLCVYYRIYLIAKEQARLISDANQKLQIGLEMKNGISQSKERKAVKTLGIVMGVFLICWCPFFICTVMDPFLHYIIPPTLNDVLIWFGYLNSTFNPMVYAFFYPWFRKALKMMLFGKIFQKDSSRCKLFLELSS
#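 Benchmarks: low control DMSO, high control PEA (EC100); System: CHO RD-HGA16 cells carrying human TAAR1 plus Gα16; Detection: Fluo-8 fluorescence, 5 s baseline then 140 s kinetic read; Schedule: 17-24 h plating, Fluo-8 75 min 37 °C, 30 min RT; Read-out basis: % activation from peak over basal fluorescence ratio, DMSO-to-PEA scaled.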
# M1 ag parental: counter-screen for M1 agonists: effect in parental CHO-K1 cells; Fluo-8 calcium fluorescence; scaled to maximal ATP response, vehicle zero; activation, % at 3 µM; actives 0.48% (n = 360,000); AID 602248, 2012; in the data active means activation above about 15%;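 further: untransfected CHO-K1 host cells lacking M1 receptor as counterscreen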
# TAAR1 antagonist: human TAAR1 antagonists, primary screen, Fluo-8 calcium fluorescence, CHO RD-HGA16 cells; Trace amine-associated receptor 1 (Homo sapiens), Q96RJ0; antagonist; inhibition, % at 3 µM; actives 1.5% (n = 360,000);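 active means inhibition above a per-plate cutoff, the mean inhibition of test compounds on that plate plus 3 SD, cut at about 49% in these data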;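 further: 0% = DMSO plus EC80 beta-PEA response and 100% = DMSO alone without agonist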
#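 Material: RD-HGA16 CHO cells with stable hTAAR1 and Gα16; Dosing: single nominal final test compound concentration of 3 µM; Schedule: seeding 17-24 h prior, 75-min 37 °C, 30-min RT dye loading; Detection: kinetic Fluo-8 calcium fluorescence measurement; Measure: % inhibition from peak post-agonist over basal fluorescence ratio; Benchmarks: vehicle and agonist controls.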
# M1 ag: human M1 muscarinic receptor agonists, primary screen, Fluo-8 calcium fluorescence, CHO-K1 cells, HTS. CHO-K1 hM1, agonist mode; 0% DMSO, 100% acetylcholine EC100. actives 0.33% (n = 360,000). Muscarinic acetylcholine receptor M1 (Homo sapiens), P11229. activation, % at 3 µM. AID 588814, 2011;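 active means activation above the run's mean compound activation plus 3 SD, cut at about 16% in these data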;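 further: peak over basal fluorescence ratio within a 140 s kinetic read after compound addition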
# Target sequence (P11229 whole entry, looked up): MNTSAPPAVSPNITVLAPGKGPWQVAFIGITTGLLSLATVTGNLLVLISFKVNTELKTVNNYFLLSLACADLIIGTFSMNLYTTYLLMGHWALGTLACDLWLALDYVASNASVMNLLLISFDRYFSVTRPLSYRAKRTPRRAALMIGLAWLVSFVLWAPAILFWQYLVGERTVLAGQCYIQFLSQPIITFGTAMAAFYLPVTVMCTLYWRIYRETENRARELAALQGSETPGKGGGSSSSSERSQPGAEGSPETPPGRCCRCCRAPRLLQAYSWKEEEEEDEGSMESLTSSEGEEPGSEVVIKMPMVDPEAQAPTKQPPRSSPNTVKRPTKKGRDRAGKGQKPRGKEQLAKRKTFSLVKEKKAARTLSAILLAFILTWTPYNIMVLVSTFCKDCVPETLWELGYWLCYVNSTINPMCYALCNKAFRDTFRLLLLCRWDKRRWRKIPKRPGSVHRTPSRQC
# OXTR potentiator: human OXTR potentiators, primary screen, fluorescence, CHO-OTR cells, Fluo-8 calcium. activation, % at 3 µM. Fluo-8 calcium fluorescence, potentiator mode; 0% = oxytocin EC15, 100% = EC100. actives 0.061% (n = 320,000);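 active means activation above that plate's cutoff, the mean activation of tested compounds plus 3 SD, cut at about 6.6% in these data, passing the limit was not always enough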;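 further: 100% uses oxytocin at 75 nM as the full agonist control; some results filed as inactive read as strong as hits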
#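 Assay system: CHO-OTR cells, human receptor / Also added: oxytocin at about EC15, sub-maximal agonist stimulus / Dosing: single dose, 3.0 µM nominal final compound concentration / Incubation: 6 min pre-incubation, 100 s read / Technique: Fluo-8 calcium dye fluorescence / Read-out: % activation vs EC15 and EC100 oxytocin / Benchmarks: EC15 oxytocin low, 75 nM oxytocin high / Replicates: singlicate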
# V1aR counter: agonists of human V1a receptor, primary screen, counter-screen for OXTR agonist project, fluorescence, CHO-V1R cells; activation, % at 3 µM; actives 0.25% (n = 320,000); Vasopressin V1a receptor (Homo sapiens), P37288; Fluo-8 calcium fluorescence, agonist mode; 0% DMSO, 100% 3 nM vasopressin;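 active means activation above the mean activation of all tested compounds plus 3 SD, per screening run, cut at about 20% in these data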;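 further: signal is peak over basal fluorescence ratio across a 100 second FLIPR read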
# CHO-K1 Ca PAM: nonselective calcium activators in parental CHO-K1 cells, primary screen, counter-screen for M1 PAM project, cell-based, Fluo-8 calcium fluorescence, full deck, 1536-well | ATP EC20; 0% at ATP EC20, 100% at ATP max | activation, % at 3 µM | actives 0.02% (n = 360,000) | AID 602247, 2012;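 active means activation above the run cutoff, the mean activation of all test compounds plus 3 SD, cut at about 40% in these data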;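 further: peak over basal fluorescence ratio in a 140 s read after ATP addition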
# The depositor's hits bear a star; . = no result given.
SMILES,CHO-K1 Ca antag,CHO parental Ca,TAAR1 ag,M1 ag parental,TAAR1 antagonist,M1 ag,OXTR potentiator,V1aR counter,CHO-K1 Ca PAM
Cc1cc(C)c(C(=O)c2ccc(C(=O)NC(C)(C)C)cc2)c(C)c1,-13,-17,13,0.1,8,-6,-6,-1.6,20
CCc1ccc(OCc2nnc(SCC(=O)N3CCN(c4ccccc4)CC3)o2)cc1,-7,-7,7,0.5,44,-2,-3,1.2,-14
Cc1ccc(-n2c(-c3ccc(Cl)cc3)c[n+]3c2CCC3)cc1,-7,-2,1,0.8,-20,-7,-1,-1.9,23
CCOC(=O)c1ccc(S(=O)(=O)NNC(=O)c2cccc(N(C)C)c2)cc1,-11,-11,8,4.8,17,-4,-3,0.9,6
COc1ccc(CCCc2nnc(SCC(=O)Nc3nc(C)cs3)n2C)cc1C,3,-31,6,-0.1,4,-3,-13,0.4,-4
Cn1nnnc1SCC(=O)NCCCc1ccccc1,14,0,5,-0.3,-7,-1,-7,-0.1,-5
COc1ccccc1N1CCN(C(=O)C(Cc2ccccc2)NC(=O)C2CCCCC2)CC1 (configuration not stated),-5,-10,5,0.9,14,-6,-3,-1.3,8
CN(C)CCNc1nc2c(c(=O)[nH]c(=O)n2C)n1CCCc1ccccc1,-2,-5,0,-0.2,-5,-5,-8,-0.2,9
C/C(=N/NC(=O)Cc1ccccc1)c1ccc(C)s1,-15,4,3,1.6,-6,-4,-6,2.1,19
COc1cccc(C(O)c2ncc(-c3ccc(C(F)(F)F)cc3)[nH]2)c1 (configuration not stated),5,.,5,0.6,9,-7,.,.,-4
CCN(CC(=O)Nc1ccc(N2CCOCC2)cc1)C(=O)c1ccc(C#N)cc1,-13,-17,0,0.3,-11,-3,-7,0.6,5
O=C(CSCc1ccc(Br)cc1)NCCc1ccccc1,9,-14,40*,-0.3,-5,-6,1,-0.8,-9
CCC(=O)c1ccc(N2CCN(C(=O)c3cc([N+](=O)[O-])ccc3N3CCN(C)CC3)CC2)c(F)c1,3,-6,-1,0.3,-2,-7,3,2.7,4
Cc1c(NC(=O)C(C)OC(=O)CCc2ccccc2)c(=O)n(-c2ccccc2)n1C (configuration not stated),-6,-16,3,3.0,-27,-4,4,-0.5,1
CC(=O)N1c2ccc(S(=O)(=O)NCC3CCC(C(=O)NCc4ccccc4)CC3)cc2CC1C (configuration not stated),-12,-17,1,6.2,-22,-2,-9,5.2,1
Cc1ccc(NC(=O)C2(N3CCC3=O)CCCCC2)cc1,-2,-3,2,0.2,7,-9,6,0.1,31
CC(Sc1ccccc1)C(=O)N1CCN(S(=O)(=O)c2ccccc2F)CC1 (configuration not stated),-7,-11,0,1.3,-14,-2,-5,1.1,11
CN1CCN(C(c2ccc(Cl)cc2)c2cc(Cl)c3cccnc3c2O)CC1 (configuration not stated),-5,6,69*,3.0,-1,-3,-12,1.8,10
Cc1ccc(C2CC(C(F)(F)F)n3nc(C(=O)NCc4c(C)nn(C)c4C)c(Cl)c3N2)cc1 (configuration not stated),-1,8,6,1.6,-24,-8,-9,1.3,26
COc1ccc(C(=O)Cn2c3ccccc3n3nc(CCC(=O)O)c(=O)nc23)cc1OC,-9,-2,6,0.6,11,0,-1,-0.2,9

# 2 entries from above, with values under each structure.
# The line under a structure holds: CHO-K1 Ca antag | CHO parental Ca | TAAR1 ag | M1 ag parental | TAAR1 antagonist | M1 ag | OXTR potentiator | V1aR counter | CHO-K1 Ca PAM
- Cc1c(NC(=O)C(C)OC(=O)CCc2ccccc2)c(=O)n(-c2ccccc2)n1C (configuration not stated)
    -6 | -16 | 3 | 3.0 | -27 | -4 | 4 | -0.5 | 1
- CC(=O)N1c2ccc(S(=O)(=O)NCC3CCC(C(=O)NCc4ccccc4)CC3)cc2CC1C (configuration not stated)
    -12 | -17 | 1 | 6.2 | -22 | -2 | -9 | 5.2 | 1

# (further entries)
SMILES,CHO-K1 Ca antag,CHO parental Ca,TAAR1 ag,M1 ag parental,TAAR1 antagonist,M1 ag,OXTR potentiator,V1aR counter,CHO-K1 Ca PAM
O=C(COC(=O)c1ccccn1)NCc1cccs1,-7,-6,1,1.5,-12,-3,-6,1.2,-11
NC(=O)C1CCCN(C(=O)c2cccc(S(=O)(=O)N3CCCCCC3)c2)C1 (configuration not stated),-9,-10,6,0.7,6,-3,-2,0.5,11
Cc1cc(C)cc(N(C(C)C(=O)N2CCCCC2)S(C)(=O)=O)c1 (configuration not stated),-12,-2,1,0.4,-17,-2,-7,-0.5,15
CCOc1ccc(-n2cnc3scc(-c4ccc(OC)c(OC)c4)c3c2=O)cc1,-15,-23,0,0.7,-11,-6,11*,-1.4,-7
O=[N+]([O-])c1ccc(CS(=O)c2ccccc2)cc1 (configuration not stated),-11,.,-1,0.4,-3,-8,.,.,11
CC(=O)C1=C(O)C(=O)N(Cc2cccnc2)C1c1ccc(Cl)cc1 (configuration not stated),7,6,8,-0.1,-3,-3,0,0.2,-10
O=C(CN1C(=O)C2CC=CCC2C1=O)Nc1ccc(-c2nnc3n2CCCCC3)cc1 (configuration not stated),-2,-5,1,-0.2,-18,-2,-6,0.6,-4
COc1cc(C(=O)NCCCNc2ccc([N+](=O)[O-])cc2)cc(OC)c1OC,-4,-10,4,2.1,10,-6,-5,1.4,7
O=C(c1ccc(Cl)c(S(=O)(=O)N2CCOCC2)c1)N1CCN(c2ccccc2F)CC1,-9,-18,4,1.6,-9,-4,-4,1.9,7
CCn1c(Cc2ccccc2)nnc1SCC(=O)c1cccc([N+](=O)[O-])c1,-21,-11,3,1.4,-23,-12,-4,-0.3,1
COc1ccc(CC(=O)Nc2cc(S(=O)(=O)N3CCCC3)ccc2Cl)c(OC)c1,-19,-4,1,2.0,-1,-6,3,0.7,14
CCCN1CCC(=O)N([C@H](CSc2ccc(OC)cc2)c2ccccc2)CC1,-11,-27,10,0.1,-3,-13,-9,-0.5,5
COCCN(C(=O)Cc1cccs1)c1nnc(-c2ccncc2)s1,-2,-6,9,1.2,2,0,-2,1.2,7
COC(=O)c1ccc(COC(=O)C2CC(O)CN2S(=O)(=O)c2ccc([N+](=O)[O-])cc2)cc1 (configuration not stated),-11,-18,11,4.8,12,1,-10,5.5,3
O=C(N/N=C/c1ccccc1[N+](=O)[O-])c1ccc2nc[nH]c2c1,-9,2,3,1.9,6,-1,-8,1.5,12
CC(=O)c1cn(CC(=O)NCc2cccnc2)c2ccccc12,-20,-12,-1,0.5,3,-3,2,-0.5,6
COc1ccccc1NC(=O)C(C)OC(=O)C1CC(=O)N(c2ccc3c(c2)OCCO3)C1 (configuration not stated),5,-20,10,1.7,-30,0,-2,-0.4,11
Cc1ccc(C)c(NC(=O)CN(C)C(=O)c2ccc(S(=O)(=O)N3CCCCCC3)cc2)c1,-14,-29,1,1.1,6,-4,1,-1.1,13
O=C(CSc1nc2sc3c(c2c(=O)n1-c1ccccc1)CCCC3)NCc1ccco1,-1,-9,0,0.9,1,3,-6,-0.1,15
COC(=O)c1cn(Cc2c(C)cc(C)cc2C)nn1,-9,-17,-2,1.4,13,-2,-6,-0.2,29
CC(C)(CNS(=O)(=O)c1ccc2c(c1)OCCO2)N1CCOCC1,-2,-2,9,-0.8,1,-4,-6,-0.8,9
COC(=O)C1CN(S(=O)(=O)c2cc(OC)ccc2OC)CCS1 (configuration not stated),-10,-4,2,-0.1,-2,-4,-11,0.4,-9
O=C(CCNC(=O)c1ccc(Br)cc1)Nc1nc2ccccc2[nH]1,-4,.,3,2.4,-30,-1,.,.,9
O=C(c1cccs1)c1sccc1Cc1ccccc1,-8,.,1,-0.1,20,-3,.,.,19
CCOc1ccc(-c2c(C#N)c(N)nc3sc(C(=O)c4ccccc4)c(N)c23)cc1,5,-9,2,-0.4,-28,-4,-4,0.6,-8
O=C(NCc1ccc2c(c1)OCO2)c1c(Cl)cccc1Cl,-5,-6,2,0.1,-1,-7,-4,0.2,5
Cc1c(S(=O)(=O)Nc2ccc(Oc3ccccc3)cc2)c(=O)n(C)c(=O)n1C,9,-17,5,2.1,-20,-4,-3,5.2,-25
CCCCCN(C(=O)CCC(=O)OCC(=O)c1ccc(C(C)(C)C)cc1)c1c(N)n(CCCC)c(=O)[nH]c1=O,-9,-21,-1,0.9,-7,-2,-1,-0.9,15
O=C(CN1CCN(c2ccccn2)CC1)Nc1cccc(S(=O)(=O)N2CCOCC2)c1,-1,-22,0,1.9,-13,-3,-19,1.6,10
COc1ccc(OC)c(S(=O)(=O)n2nc(-c3ccccc3)cc2N)c1,-9,-8,4,0.5,-6,-6,-5,-0.5,20
CCN(c1ccccc1)S(=O)(=O)c1cccc(C(=O)N(C)CCOc2ccccc2)c1,-3,-13,6,5.4,26,0,-7,0.4,-8
CC(C)c1ccc(/C=C/c2ccc(=O)n(C)n2)cc1,10,-17,-1,0.2,-7,-10,-13,-0.6,-7
COc1ccc(OCC(=O)OCC(=O)Nc2ccc(S(=O)(=O)N3CCCCC3)cc2)cc1,-4,7,7,0.8,1,-3,-6,3.8,1
Cc1cccc(-n2c(SCC(N)=O)nc3c(c2=O)C2(CCCC2)Cc2ccccc2-3)c1,-1,-10,11,2.7,22,-5,-3,-1.4,17
COc1cc(C2c3sc(=O)[nH]c3SC3C(=O)N(c4ccc(C)cc4)C(=O)C32)ccc1O (configuration not stated),-8,-7,5,1.0,-4,-4,4,-0.2,16
CCc1ccc(C(=O)NNc2ccccc2F)cc1,7,-12,3,-0.3,-9,-3,-1,0.1,-9
COc1ccc(CCN(C(=O)C(F)(F)F)C(C(=O)NC2CCCCC2)c2ccc(C)s2)cc1 (configuration not stated),9,-12,4,-0.2,-33,-3,-5,0.3,-12
Cn1nnnc1SCc1cc(=O)[nH]c2ccccc12,-4,6,13,0.4,5,0,1,0.4,12

# No enrichment for hits; any-hit rate near 3.3%.
